thrombin 1536: inhibitors of human thrombin; alpha-thrombin, Boc-VPR-AMC fluorogenic substrate cleavage; inhibition, % at 5 µM; actives 0.26% (n = 220,000);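 active = inhibition at or above 40%; inactive = inhibition below 40%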;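 also: 0% = enzyme with no compound and 100% = wells without enzyme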
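Material: human alpha-thrombin enzyme / Medium: pH 7.5 Tris (50 mM) with NaCl 150 mM, Tween 20 0.05% / Compound: single-point dosing at 5 µM, 0.2% DMSO / Incubation: enzyme reaction carried out at room temperature / Detection: AMC fluorescence, 355/460 nm / Read-out basis: percent inhibition scaled between no-compound controls and no-enzyme blanks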
Rad51 HR inh: Rad51 (human) homologous recombination inhibition; Q06609; AID 1385; hRad51 DNA strand exchange, fluorescence dequenching; inhibition, % at 10 µM; actives 0.085% (n = 200,000);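 active = inhibition above 40% at the single screening dose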;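 also: 0% = DMSO control wells and 100% = blanks with heterologous ssDNA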
Target sequence (Q06609 whole entry, looked up): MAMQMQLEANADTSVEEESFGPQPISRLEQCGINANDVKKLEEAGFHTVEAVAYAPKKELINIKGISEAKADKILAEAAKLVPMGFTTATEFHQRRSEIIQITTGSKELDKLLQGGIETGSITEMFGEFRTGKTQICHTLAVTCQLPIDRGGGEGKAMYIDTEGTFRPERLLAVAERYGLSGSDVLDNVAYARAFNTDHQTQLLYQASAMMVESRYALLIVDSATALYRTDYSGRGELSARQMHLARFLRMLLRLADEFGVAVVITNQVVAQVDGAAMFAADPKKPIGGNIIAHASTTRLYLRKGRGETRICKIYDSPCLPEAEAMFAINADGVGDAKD
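material = hRad51 filaments on single-stranded DNA | timing = filaments 15 min 37 °C, then compound 30 min | signal = FRET fluorescence dequenching, excitation 485 nm, emission 520 nm | benchmarks = control wells and blank wells on each plate | evaluation = percent inhibition relative to plate controls and blanks | compound = 10 µM final, single point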
FXIIa inh: factor XIIa (human) inhibition | P00748 | purified FXIIa, Boc-QGR-AMC fluorogenic substrate, 2 h | inhibition, % at 5 µM | actives 0.3% (n = 220,000); in the data active = inhibition above about 40%;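 also: 0% = enzyme with no compound and 100% = blank without enzyme; many of its hits are not listed in these tables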
L929 necroptosis: L929 zVAD cell death inhibition. L929 zVAD necroptosis rescue, ATP luminescence, 24 h; with zVAD 60 µM. viability rescue, % at 10 µM. actives 0.38% (n = 220,000);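 active = activation, scaled between plate controls, above about 75%, limit read from the data; inactive = activation under that limit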;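 also: 0% = zVAD with DMSO and 100% = DMSO alone without zVAD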
Cl transport mod: modulators of human KCC2 chloride dependent transport | B-score of Tl+ flux slope (higher = more flux/activation; lower = inhibition) at 10 µM | KCC2 cells, thallium flux FluoZin-2 fluorescence | actives 2.2% (n = 190,000) | Q9H2X9;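 active = thallium flux slope and its plate-corrected score both differing from the plate sample mean at a set confidence after two filtering rounds, in either direction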;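 also: slope of fluorescence scaled to starting intensity during 10 to 20 s after thallium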
Hck-Nef inh: blocks Nef-activated human Hck kinase | P08631 | Recombinant Hck-YEEI plus Nef, Z-Lyte FRET kinase assay | inhibition, % at 20 µM | actives 0.68% (n = 220,000);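 active = Hck-Nef kinase inhibition above about 50%, limit read from the data; inactive = inhibition below that limit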;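 also: 0% = DMSO with Hck plus Nef and 100% = Hck alone without Nef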
Target sequence (P08631 whole entry, looked up): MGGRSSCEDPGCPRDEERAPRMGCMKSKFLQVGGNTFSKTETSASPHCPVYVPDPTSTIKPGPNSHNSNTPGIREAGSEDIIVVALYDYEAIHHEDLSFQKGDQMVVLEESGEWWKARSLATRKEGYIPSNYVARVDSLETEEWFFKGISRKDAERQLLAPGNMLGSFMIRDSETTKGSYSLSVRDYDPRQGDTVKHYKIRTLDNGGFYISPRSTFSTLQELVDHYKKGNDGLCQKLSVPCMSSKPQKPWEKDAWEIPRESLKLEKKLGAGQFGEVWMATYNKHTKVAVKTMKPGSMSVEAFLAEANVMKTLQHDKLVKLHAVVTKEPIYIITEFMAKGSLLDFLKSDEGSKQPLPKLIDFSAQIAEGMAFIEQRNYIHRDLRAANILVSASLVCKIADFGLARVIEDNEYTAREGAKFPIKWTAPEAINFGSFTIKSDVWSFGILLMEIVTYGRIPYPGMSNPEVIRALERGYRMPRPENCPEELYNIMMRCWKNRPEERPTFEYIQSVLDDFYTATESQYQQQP
FXIa inh 1536: factor XIa (human) inhibition; P03951; purified FXIa, Boc-Glu-Ala-Arg-AMC fluorogenic substrate; inhibition, % at 5 µM; actives 0.14% (n = 220,000); AID 798;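 active = inhibition of at least 40%; inactive = inhibition below 40%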;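 also: fluorescence of freed AMC excited at 355 nm; 0% = enzyme without compound and 100% = no enzyme blank; many of its hits are not listed in these tables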
TNF necrop inh: inhibitors of TNF-alpha induced necroptosis in Jurkat FADD-/- cells. Jurkat FADD-/- TNF necroptosis rescue, ATP luminescence, 24 h; 0 = TNF only, 100 = no-TNF cells. activation (protection from cell death), % at 10 µM. actives 0.068% (n = 220,000);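 active = activation, meaning protection from cell death, of at least 50% relative to plate controls; inactive = activation below 50%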;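 also: necroptosis triggered by 40 ng/mL TNF-alpha added together with compound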
KLK5 inh: inhibitors of human kallikrein 5; Q9Y337; recombinant hK5, fluorogenic AMC substrate cleavage; inhibition, % at 5 µM; actives 0.59% (n = 210,000); AID 873;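 active = inhibition of 40% or more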;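 also: 0% = enzyme controls without compound and 100% = no-enzyme blanks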
The depositor's hits bear a star; . = no result given. Only part of the results is shown; the hit share may differ from the screen's.

Values run as follows: thrombin 1536, Rad51 HR inh, FXIIa inh, L929 necroptosis, Cl transport mod, Hck-Nef inh, FXIa inh 1536, TNF necrop inh, KLK5 inh
- CCCCN1C(=O)Nc2ccccc2S1(=O)=O
    2, ., 15, 0.5, -0.066, 3, 7, 3.5, -1
- Cn1nnnc1Sc1ncnc2scc(-c3ccccc3)c12
    -9, 0, 4, 45, -1.1, -1, -3, -5.1, 5
- Cc1cc(C)cc(NC(=O)c2cc(S(=O)(=O)NCc3ccco3)ccc2F)c1
    2, -1, 8, 1.0, ., 0, 6, 2.1, 0
- COc1ccc(C2C(C(=O)NCc3ccco3)c3ccccc3C(=O)N2C)cc1 (stereo not drawn)
    -3, 1, 4, 2.1, ., 18, -4, 0.5, -1
- O=S(=O)(CCSc1nc2ccccc2o1)c1nc2ccccc2s1
    -21, 7, -1, -0.2, -0.67, 12, 5, -19, 3
- CCCOC1CCCN(Cc2nc(-c3cnccn3)no2)C1 (stereo not drawn)
    -7, ., 2, 1.0, 1.4, -2, -4, 1.3, .
- O=C(NCc1cccnc1)/C(=C/c1ccc(-c2cccc(C(F)(F)F)c2)o1)NC(=O)c1ccccc1
    -1, ., 3, -0.3, -3.3, 0, -3, -9.9, 14
- O=C(N/N=C/c1cccc(O)c1)c1ccccc1O
    -2, 5, 6, -0.3, 0.66, 14, 0, -4.3, 0
- COc1cc(Nc2nnc(C)s2)c(Cl)cc1Cl
    4, -1, 13, 0.3, -0.25, -2, -1, -3.3, 0
- CN(Cc1ccccc1)C(=O)COC(=O)/C=C/c1ccco1
    -2, 12, 10, 0.6, 0.03, 33, 1, 1.3, 3
- CCCN(CC(=O)Nc1ccccc1C)C(=O)CCl
    -9, 20, 14, -0.8, ., 16, -1, -5.2, 1
- Cc1ccc2c(c1)/C(=N/OS(=O)(=O)c1ccccc1)CCS2
    ., -2, ., 0.7, ., -1, ., -4.4, .
- CCCCCN(C(=O)CCCSc1nncs1)c1c(N)n(CCCC)c(=O)[nH]c1=O
    -6, 7, 8, 0.1, -0.39, 23, 1, -0.6, 3
- COc1ccc(NC(=O)c2ccc(C#CC(C)(C)O)cc2)cc1
    -6, -6, 6, 1.1, -0.085, 0, 6, 1.7, -2
- Cc1cc2c3c(c1)C1(C(=O)N3C(C)(C)CC2C)C(C#N)=C(N)Oc2cc(O)ccc21 (stereo not drawn)
    -4, -5, 6, -1.2, -0.51, -18, 1, -5.0, -17
- Cc1ccc(NC(=O)CSc2nnc(-c3ccccn3)n2N)cc1F
    -2, 3, 4, 0.5, 1.5, 14, -2, 0.4, 2
- CSC1=NCCN1C(=O)Cc1ccc(F)cc1
    -12, -6, 1, 1.1, 0.53, 1, -6, 0.0, 16
- COc1ccc(C(O)C(CC(=O)NCCCOC(C)C)C(=O)NCCCOC(C)C)cc1OC (stereo not drawn)
    -10, -3, -1, 1.1, 0.75, 0, -6, 2.1, 14
- C[C@@H](O)c1nc2ccccc2n1N
    -6, ., 2, 0.1, 0.66, 6, 4, 0.1, -16
- O=c1c2ccccc2ncn1Cc1nc2ccccc2s1
    0, 2, 13, 1.2, 0.5, -1, -2, 11, -3
- CCc1nnc(NS(=O)(=O)c2ccc(N3C(=O)C4CC=C(Cl)CC4C3=O)cc2)s1 (stereo not drawn)
    0, -2, 8, 0.3, -0.27, 4, 0, -0.7, 3
- Cc1c(C(=O)OC(C)C)nnn1-c1nonc1N
    3, 8, 14, -0.3, 0.78, 4, 6, -2.3, -8
- CCOc1ccc(NC(=O)CSc2nnc(CNC(=O)c3ccco3)o2)cc1
    4, -7, 7, 1.8, -0.33, 24, -2, 0.5, -5
- CCNC(=O)c1cc2c(=O)n3cccc(C)c3nc2n(CCc2ccccc2)c1=N
    -23, 6, -25, -0.6, 0.49, 98*, -14, -2.5, -65
- O=C(c1cc(COc2ccc(F)cc2Cl)on1)N(Cc1ccncc1)CC1CCCO1 (stereo not drawn)
    0, ., 9, -0.8, ., -2, -3, 1.6, 13
- COCCn1c(COc2ccc(OC)cc2)nc2ccccc21
    6, 2, 3, -0.6, -0.11, 8, 4, 0.2, -10
- O=S(=O)(c1cccc(-c2nnco2)c1)N1CCCC1
    2, 3, 18, -0.1, 0.0031, 1, 2, -0.6, 1
- O=C(O)c1cccc(N2C(=O)c3cccnc3C2=O)c1
    -3, 2, 3, -0.1, 0.14, 0, -7, 1.0, -7
- COc1cc(C)nc2nc(SCc3ccccc3)nn12
    5, ., 14, -0.1, -0.66, -1, -1, 2.6, 1
- O=C(Nc1cccc2ccccc12)/C(=C\c1cccc([N+](=O)[O-])c1)NC(=O)c1cccs1
    -1, ., 9, ., 0.011, 0, 5, -1.8, -8

Next compounds.
Values run as follows: thrombin 1536, Rad51 HR inh, FXIIa inh, L929 necroptosis, Cl transport mod, Hck-Nef inh, FXIa inh 1536, TNF necrop inh, KLK5 inh
- CCOC(=O)N1CCN(c2c(N3CCN(c4ccccc4F)CC3)c(=O)c2=O)CC1
    -7, ., 6, -0.3, -0.041, -7, 0, -0.1, -1
- O=C1COc2ccc(-c3n[nH]c(=O)c4ccccc34)cc2N1
    4, 15, 7, 1.3, 0.39, 6, 2, -0.1, -5
- O=C(CSc1nc2[nH]ncc2c(=O)n1-c1ccc(Cl)c(Cl)c1)NCc1ccccc1Cl
    -14, 11, 3, 2.2, 0.37, 24, -2, 0.9, 1
- COc1ccc(OC)c(Nc2nc(-c3ccccc3O)nc3ccccc23)c1
    2, -6, 10, 3.6, 0.69, -24, 2, 0.7, 3
- CC(NC(=O)c1cccnc1)C(c1cccs1)N1CCOCC1 (stereo not drawn)
    -4, 5, 12, 0.1, 0.91, 13, 3, -1.2, -5
- Cc1cc2nc(-c3ccc(SCC(=O)Nc4nccs4)nc3)[nH]c2cc1C
    -2, -5, 16, 4.9, 1.1, 6, 10, -0.6, 4
- c1coc(CNc2nc(-c3cccs3)cs2)c1
    ., -9, 8, 0.5, 0.36, 28, -2, 0.3, 1
- CCCC(=O)Nc1ccccc1N1CCN(C(=O)c2ccccc2)CC1
    2, 0, 8, 0.2, ., -1, 4, -1.3, 7
- C=CCc1c(C)nc(-c2ccccc2)nc1N/N=C/c1ccncc1
    4, 8, 6, 1.8, 1.4, -11, -5, 0.1, 0
- CCOC(=O)C1CCCN(C2CC(=O)N(c3ccc(C(C)C)cc3)C2=O)C1 (stereo not drawn)
    -1, ., 6, -0.1, 1.5, 17, 0, 0.7, -1
- COc1ccc2[nH]c(=O)c(CN(Cc3nnnn3Cc3ccc(F)cc3)CC3CCCO3)cc2c1 (stereo not drawn)
    -2, -1, 12, 0.1, ., 1, 1, -1.7, 1
- O=C(NCC1CCCO1)c1nn2c(c1Cl)NC(c1ccc(F)cc1)CC2C(F)(F)F (stereo not drawn)
    -1, -2, 20, 0.1, 0.00065, 1, 6, -4.1, -4
- Cc1ccc(NC(=S)NC2CCCC2)cc1
    -1, 2, -2, -0.5, -0.051, 2, 2, -5.8, -8
- CC(OC(=O)Cc1coc2ccc3ccccc3c12)C(=O)Nc1ncc(Cl)cc1Cl (stereo not drawn)
    0, 2, 7, 0.0, -0.47, 0, 9, 1.2, -2
- COc1ccc(C2C(C(=O)NCc3ccccn3)c3ccccc3C(=O)N2C)cc1OC (stereo not drawn)
    -5, 4, 9, -0.4, ., 0, -8, 0.6, -16
- N#Cc1cccc(NC(=O)c2nc(-c3ccccc3)n(-c3ccccc3)n2)c1
    0, -5, -3, 1.7, ., 0, 1, -0.7, 6
- O=C(N/N=C/c1ccc2c(c1)OCO2)C(=O)Nc1ccccc1
    0, 0, 5, 0.1, -0.15, 20, 1, -0.2, 4
- Cc1c(NC(=S)SCc2ccccc2)c(=O)n(-c2ccccc2)n1C
    ., 9, 4, 0.2, 1.4, 15, 2, -0.9, -3
- O=C1NC(CCc2ccccc2)C(=O)N1CCOc1ccccc1 (stereo not drawn)
    -5, -1, 7, 0.8, -0.84, -5, -4, -2.4, -3
- O=C(Cn1c(=O)n(CC(=O)NCc2ccccc2)c2ccccc21)NCc1ccccc1
    3, 12, 12, 0.2, -0.36, 5, 5, -0.8, -6
- CCCCSc1n[nH]c(N)n1
    -1, ., 5, 0.4, 0.59, 3, 0, 2.4, -5
- CCCCNC(=O)COC(=O)CNC(=O)c1cc(Cl)cc([N+](=O)[O-])c1
    -7, -2, 5, 1.0, -1, 30, 5, -0.7, -3
- O=C(Cc1cccs1)NCc1ccc2c(c1)OCO2
    -3, -1, 19, -0.6, 0.65, 6, 3, 2.8, -5
- O=C(N/N=C/c1ccncc1)c1ccc(-n2cccc2)cc1
    -1, ., 11, 0.0, -1.8, 7, 7, -2.2, -10
- COc1ccc(-c2ccc(CNCCCN3CCOCC3)o2)cc1Cl
    0, 28, 2, 0.8, -0.23, 2, -4, 2.9, -8
- COCCNC(=O)C(NC(=O)C1CCC(C)CC1)C(C)C (stereo not drawn)
    -6, -5, 6, 0.1, 0.97, -14, 2, 1.1, -1
- COc1ccc(C(=O)NC(=S)NNC(=O)[C@H]2C[C@@H]2c2ccccc2)cc1OC
    -7, 11, 2, 5.3, 5.8, 47, 2, 0.1, -21
- O=C(CSc1nccc(=O)[nH]1)Nc1ccc(F)c([N+](=O)[O-])c1
    -15, -4, -5, -0.1, 0.16, -1, -5, 1.2, -24
- CSc1ccc(Cc2ccc(Cl)cc2Cl)nn1
    -2, 10, -2, 7.7, -0.39, 1, -6, 62*, -10

Only L929 necroptosis and thrombin 1536 (2 entries from above):
SMILES | L929 necroptosis | thrombin 1536
CCCC(=O)Nc1ccccc1N1CCN(C(=O)c2ccccc2)CC1 | 0.2 | 2
O=C1COc2ccc(-c3n[nH]c(=O)c4ccccc34)cc2N1 | 1.3 | 4

Full records, looked up by structure. Order of screens: thrombin 1536, Rad51 HR inh, FXIIa inh, L929 necroptosis, Cl transport mod, Hck-Nef inh, FXIa inh 1536, TNF necrop inh, KLK5 inh
Record of `O=C(Nc1cccc2ccccc12)/C(=C\c1cccc([N+](=O)[O-])c1)NC(=O)c1cccs1` : -1, ., 9, ., 0.011, 0, 5, -1.8, -8
Record of `Cc1ccc(NC(=O)CSc2nnc(-c3ccccn3)n2N)cc1F` : -2, 3, 4, 0.5, 1.5, 14, -2, 0.4, 2
